High-throughput results (PubChem)
FAS-TE inh – FAS thioesterase domain inhibitors, primary screen, biochemical, fluorescence intensity, uHTS; Fatty acid synthase (Homo sapiens), P49327; recombinant FAS-TE, OMFH fluorogenic substrate, fluorescence endpoint; inhibition, % at 15 µM; hit rate 0.67% among 360,000; AID 602261, 2012;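 active = compounds whose normalised, plate-corrected inhibition of enzyme fluorescence in the single-dose primary screen is 50% or more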;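 also: 0% = DMSO with enzyme and 100% = substrate without enzyme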
MLLE-PAM2 inh – inhibitors of PABP1 MLLE–PAM2 peptide binding, primary screen, biochemical, fluorescence polarization, FITC-PAM2, GST-MLLE. inhibition, % at 20 µM. hit rate 0.36% among 360,000; in the data active = inhibition above about 35%, passing the limit was not always enough;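 also: plate controls were DMSO wells with GST-MLLE for no effect and wells lacking GST-MLLE protein for full effect; some results filed as inactive read as strong as hits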
Target sequence (P11940 whole entry, looked up): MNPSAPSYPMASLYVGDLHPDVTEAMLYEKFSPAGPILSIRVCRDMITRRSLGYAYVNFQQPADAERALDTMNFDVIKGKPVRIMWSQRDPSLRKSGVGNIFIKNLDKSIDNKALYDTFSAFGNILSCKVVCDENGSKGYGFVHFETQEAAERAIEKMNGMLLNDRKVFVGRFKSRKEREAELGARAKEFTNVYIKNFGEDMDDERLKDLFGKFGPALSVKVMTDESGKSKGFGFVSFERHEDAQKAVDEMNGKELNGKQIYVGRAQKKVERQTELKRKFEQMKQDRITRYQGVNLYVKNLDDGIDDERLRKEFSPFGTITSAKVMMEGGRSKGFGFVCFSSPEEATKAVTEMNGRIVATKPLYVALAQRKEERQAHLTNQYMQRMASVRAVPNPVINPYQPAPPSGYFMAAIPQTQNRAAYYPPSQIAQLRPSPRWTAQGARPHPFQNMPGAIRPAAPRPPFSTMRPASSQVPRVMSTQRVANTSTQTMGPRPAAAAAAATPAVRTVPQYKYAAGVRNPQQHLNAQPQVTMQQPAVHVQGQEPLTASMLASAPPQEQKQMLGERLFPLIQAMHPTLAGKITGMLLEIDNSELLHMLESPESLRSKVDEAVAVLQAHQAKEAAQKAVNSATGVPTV
Tb MetRS inh – T. brucei MetRS inhibitors, primary screen, biochemical, luminescence | methionyl-tRNA synthetase (Trypanosoma brucei brucei) | purified T. brucei MetRS, ATP depletion, Kinase-Glo luminescence | inhibition, % at 11.9 µM | hit rate 0.4% among 360,000 | AID 624268, 2012;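 active = inhibition above a per-plate cutoff of the control wells' mean inhibition plus 3 SD, cut at about 5.5% in these data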;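 also: 0% = DMSO wells median and 100% = median of wells with control inhibitor compound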
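assay system = parasite MetRS enzyme | timing = 15 min preincubation, 2 h reaction, all 25 °C | evaluation = percent inhibition relative to median high and low control wells | medium = HEPES buffer containing pyrophosphatase, BSA, spermine, DTT | compound = single dose, 11.9 µM final nominal, 0.9% final DMSO | detection = Kinase-Glo luminescence, ATP depletion format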
Neddylation inh – inhibitors of cullin neddylation, primary screen, biochemical, TR-FRET, uHTS, NAE and Ubc12; AID 651699, 2012; hit rate 0.58% among 360,000; NEDD8-conjugating enzyme Ubc12 (Homo sapiens) + NEDD8-activating enzyme E1 regulatory …; calls only at 25 µM; in the data active = inhibition above about 36%
MsrA inh – bovine MsrA enzyme inhibitors, primary screen, biochemical, absorbance, HTS; Methionine sulfoxide reductase A (Bos taurus); purified bovine MsrA, absorbance read-out; inhibition, % at 15.5 µM; hit rate 0.75% among 360,000; in the data active = inhibition above about 4.5%;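 also: 0% = vehicle wells with enzyme and 100% = reference inhibitor wells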
bovine MsrA act – bovine MsrA enzyme activators, primary screen, biochemical, absorbance, HTS; Methionine sulfoxide reductase A (Bos taurus); purified bovine MsrA, absorbance read-out; activation, % at 10.6 µM; hit rate 0.3% among 360,000; AID 602163, 2012; in the data active = activation above about 7.5%;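 also: 0% = vehicle and 100% = reference activator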
CSN inh – inhibitors of CSN-mediated cullin deneddylation, primary screen, biochemical, fluorescence polarization, uHTS; AID 651999, 2013; inhibition, % at 12.5 µM; Purified CSN, SCF-Nedd8-OG deneddylation; COP9 signalosome complex subunit 5 (Homo sapiens), Q92905; hit rate 0.38% among 360,000;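 active = pattern-corrected inhibition above about 35%, with an unprinted fluorescence ratio check between 0.5 and 1.5, limit read from the data, passing the limit was not always enough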;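 also: 0% = enzyme with substrate and 100% = substrate without enzyme; some results filed as inactive read as strong as hits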
Target sequence (Q92905 whole entry, looked up, one chain of several): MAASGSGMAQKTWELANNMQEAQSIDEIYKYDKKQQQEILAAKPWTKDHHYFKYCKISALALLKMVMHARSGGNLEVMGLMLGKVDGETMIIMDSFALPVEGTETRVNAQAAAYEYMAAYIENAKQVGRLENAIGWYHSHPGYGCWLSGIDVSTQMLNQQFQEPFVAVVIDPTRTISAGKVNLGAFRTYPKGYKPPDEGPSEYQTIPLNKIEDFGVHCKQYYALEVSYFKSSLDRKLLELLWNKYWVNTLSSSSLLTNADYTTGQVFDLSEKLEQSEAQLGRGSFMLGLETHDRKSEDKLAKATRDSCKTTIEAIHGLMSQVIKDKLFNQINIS
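Detection – fluorescence polarization · System – HEK293T-derived human Csn5 enzyme · Controls – substrate-only high control, full reaction low control · Timing – 90 min, room temperature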
eLon inh – inhibitors of E. coli Lon protease, primary screen, biochemical, fluorescence polarization | hit rate 0.42% among 360,000 | P0A9M0 | AID 602123, 2011 | inhibition, % at 7.94 µM | purified E. coli Lon protease; in the data active = inhibition above about 13%, passing the limit was not always enough;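 also: 0% = enzyme with probe and DMSO and 100% = no enzyme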
Rin1 Abl inh – inhibitors of Rin1-Abl protein binding, primary screen, biochemical, TR-FRET; Tyrosine-protein kinase ABL1 (Homo sapiens) + Ras and Rab interactor 1 (Homo sapiens), …; inhibition, % at 7.35 µM; hit rate 0.4% among 360,000; in the data active = inhibition above about 5%, passing the limit was not always enough
The depositor's hits bear a star; i = inactive; . = no result given; + = active, no number. Outcome played no part in choosing rows, and some 4% of all compounds hit somewhere here.

| mol | MLLE-PAM2 inh | bovine MsrA act | FAS-TE inh | Tb MetRS inh | CSN inh | Rin1 Abl inh | eLon inh | MsrA inh | Neddylation inh |
| --- | --- | --- | --- | --- | --- | --- | --- | --- | --- |
| O=S(=O)(c1cnc[nH]1)N1CCN(c2ccc(F)cc2)CC1 | 0 | 0 | -9 | -0.5 | 3 | 1 | 4 | -0.8 | i |
| CCOC(=O)c1ccc2c(c1)nc(COc1ccc(OC)cc1)n2CC | -12 | -9 | 2 | -1.1 | 6 | -1 | -1 | -1.0 | i |
| Cc1oc(-c2cccc(Br)c2)[n+]([O-])c1C | -11 | -8 | -7 | -1.2 | 6 | -3 | 8 | -0.6 | i |
| CC(=O)Nc1cccc(-c2csc(C(C)(O)c3ccccc3)n2)c1 (stereo not drawn) | 15 | -1 | -3 | 0.0 | 4 | -1 | 9 | -0.1 | i |
| CCc1cccc(C)c1N(C(=O)Cn1c(COC)nc2ccccc21)C(C)COC (stereo not drawn) | -4 | -6 | -5 | -0.6 | 0 | 3 | 1 | 1.3 | i |
| CCOc1ccc(/C=C/C(=O)Nc2ccc(OC)cc2[N+](=O)[O-])cc1 | 10 | -2 | -28 | -0.7 | -16 | 1 | 6 | 0.9 | i |
| Cc1ccccc1-c1nc(CN2CCC(C(=O)NCC3CCCO3)CC2)c(C)o1 (stereo not drawn) | 8 | -4 | -7 | -0.5 | -1 | -2 | 4 | -1.7 | i |
| CC(=O)N1CCCc2cc(S(=O)(=O)N3CCCC(C(=O)Nc4ccc(C)cc4C)C3)ccc21 (stereo not drawn) | 8 | -5 | -4 | -0.1 | 8 | 2 | -1 | -1.0 | i |
| CC(Oc1ccccc1F)C(=O)NN (stereo not drawn) | 7 | -3 | -6 | -0.1 | -8 | 1 | 1 | -0.3 | i |
| CCOc1ccc(-c2nc(CCl)cs2)cc1 | -14 | -4 | 10 | -0.5 | 2 | 1 | 3 | 0.5 | i |
| N#C/C(=C/c1cccc(C(F)(F)F)c1)c1nc(CCN2C(=O)c3ccccc3C2=O)cs1 | -5 | 4 | 38 | -0.1 | 3 | 2 | 7 | -0.5 | . |
| Cc1ccc(Nc2ccc(C(=O)N3CCCC3)cn2)c(C)c1 | 0 | 3 | -5 | 0.6 | -7 | -2 | -5 | -0.9 | i |
| C=CCn1c(SCC(=O)O)nnc1-c1cccs1 | 4 | 0 | -4 | -0.2 | -1 | 0 | -9 | -0.6 | i |
| O=C1CCC(C(=O)OCC(=O)Nc2ccc(OC(F)F)cc2)=NN1 | -8 | -3 | -5 | -0.2 | 0 | 2 | -1 | 0.5 | i |
| CCN(CC#CCC(O)(c1ccccc1)c1ccccc1)C(C)C | 9 | -10 | -6 | -1.9 | -10 | 1 | -6 | -0.2 | i |
| COc1ccc(OC)c(/C=C/C(=O)OCC(=O)Nc2nnc(-c3ccccc3)o2)c1 | 15 | -2 | -1 | -0.2 | 2 | 2 | -12 | 0.8 | . |
| CCCn1c(=O)c(C(=O)NCCCc2ccccc2)c(O)c2ccccc21 | 0 | -3 | 26 | -0.8 | -1 | -1 | -3 | -0.1 | i |
| O=C(Nc1ccc(F)cc1)/C(=C1/CCCCCN1)[N+](=O)[O-] | 0 | 3 | -2 | 0.0 | -2 | -4 | -7 | 6.4* | i |
| COC(=O)/C=c1/s/c(=C(\C#N)C(=O)NCc2ccco2)n(-c2ccc(C)cc2)c1=O | -105 | 0 | -20 | -0.9 | 31 | -4 | -14 | -1.4 | i |
| Cc1ccc(-n2nc(C)cc2NC(=O)c2ccc(C)s2)cc1 | -2 | -3 | -5 | 0.2 | 5 | -2 | 2 | -0.6 | i |
| O=C1C2CCCN2C(c2ccccc2)N1c1nccs1 (stereo not drawn) | 1 | -1 | -4 | -0.1 | 0 | 2 | -4 | 1.4 | i |
| CCN(C[C@H]1N[C@@](CC)(C(=O)OC)[C@H]2C(=O)N(Cc3ccccc3)C(=O)[C@@H]12)C(=O)NC(C)C | -2 | -1 | -8 | -1.6 | 3 | -3 | -12 | -0.6 | i |
| Cc1cccc(Cc2nnc(CCC(=O)N(CC3CC3)CC3CCCO3)o2)c1 (stereo not drawn) | -3 | -6 | -10 | -0.5 | 0 | 1 | -11 | 0.1 | i |
| CCOC(=O)CSc1nnc(-c2cccc(Br)c2)o1 | 3 | 2 | -2 | -0.5 | 1 | -4 | 4 | 0.0 | i |
| C=C(C)c1cccc(C(C)(C)NC(=O)NCC2CCCO2)c1 (stereo not drawn) | 10 | -5 | -5 | -0.2 | 4 | 0 | -9 | 0.7 | i |
| COc1ccc(CCNc2oc(COc3ccccc3)nc2C#N)cc1 | -5 | -2 | 22 | 0.2 | -4 | -4 | 2 | -0.2 | i |
| CCc1nnc(NC(=O)CSc2nccn2-c2cc(C)cc(C)c2)s1 | 20 | -9 | -8 | -1.7 | -2 | -2 | -8 | -0.4 | i |
| O=C(Nc1ccccc1N1CCCCC1)C1CCN(C(=O)c2ccc(Cl)cc2)CC1 | -37 | -3 | 24 | -0.2 | -5 | -3 | -6 | -0.2 | i |
| CCc1[nH]nc2c1C(c1cccc(OC(=O)N3CCOCC3)c1)C(C#N)=C(N)O2 (stereo not drawn) | 7 | 0 | -6 | -0.5 | 0 | -1 | 6 | 0.0 | i |
| O=C1CCC/C(=N\NC(=O)c2ccc(COc3cccc4cccnc34)cc2)C1 | -1 | -1 | -11 | -0.6 | -1 | -1 | 37* | -1.4 | i |
| C=C(C(=O)c1ccccc1)C(NC(C)(C)C)c1ccccc1 (stereo not drawn) | -9 | 2 | 3 | -0.2 | 0 | 3 | -12 | -0.2 | i |
| CC(NC(=O)C(Cc1ccccc1)NC(=O)c1ccccc1)C(=O)O (stereo not drawn) | 1 | -2 | -8 | -0.1 | -1 | -4 | -4 | 0.1 | i |
| CN(C)S(=O)(=O)c1ccc(NC(=O)c2ccccn2)cc1 | 14 | -1 | -2 | 0.2 | 0 | -4 | -5 | -0.5 | i |
| CCN(C(=O)COC(=O)c1cccc(-n2cnnn2)c1)C1CCCCC1 | 2 | -1 | 14 | 0.0 | 1 | 2 | 2 | -0.4 | i |
| CCOC(=O)c1c(C)[nH]c(C(=O)CSc2nnc(C3CC3)n2N)c1C | -77 | -3 | -12 | -0.7 | -5 | 2 | -4 | 1.3 | i |
| CCCS(=O)(=O)c1c(S(=O)(=O)CCC)c2c(N)cccn2c1C(=O)c1ccccc1 | -22 | -7 | 8 | -1.1 | 4 | 0 | -14 | -0.5 | i |
| O=C(COc1ccc2c(c1)OCO2)NC12CC3CC(CC(C3)C1)C2 | -51 | -6 | 12 | -0.4 | 5 | -1 | 2 | 0.5 | i |
| O=C(CSc1ccc2nnc(-c3cccnc3)n2n1)Nc1ccccc1C(F)(F)F | -2 | -3 | -3 | 0.0 | -1 | 0 | -2 | -0.3 | + |
| O=C(CNC(=O)c1ccco1)NCC(=O)OC(C(=O)c1ccccc1)c1ccc(Cl)cc1 (stereo not drawn) | -4 | 0 | 4 | -0.6 | 1 | -2 | 3 | -0.5 | i |
| CC1CC(=O)Nc2ccc([N+](=O)[O-])cc2N1C (stereo not drawn) | 9 | -6 | -8 | -1.0 | -14 | -2 | 5 | 2.1 | i |
| CC1CCCC(CC(=O)O)(CC(=O)O)C1 (stereo not drawn) | 5 | -8 | -1 | -1.4 | -1 | -1 | 6 | 0.6 | i |
| CCc1ccc(OCC(=O)NC(=S)Nc2cccc(CO)c2)c(Br)c1 | 29 | -3 | -9 | -0.2 | 2 | 2 | -2 | 0.5 | i |
| CCCS(=O)(=O)Nc1c(OC)ccc2c1c(C(=O)OCC)c(C)n2C | -1 | -1 | 0 | 0.1 | -5 | 2 | 7 | 0.4 | i |
| CN(C)/N=C1\CCS(=O)(=O)c2sccc21 | 2 | -1 | -5 | -0.4 | -3 | 2 | -12 | -2.4 | i |
| CC(c1ccc(Br)cc1)N1CC23C=CC(O2)C(C(=O)O)C3C1=O (stereo not drawn) | -3 | -3 | -5 | 0.0 | -1 | 0 | -8 | -0.3 | i |
| O=c1c(=O)n(CCO)n(CCO)c(=O)n1CCO | 2 | -4 | -9 | -0.3 | 3 | -2 | -12 | 0.2 | i |
| O=C(Cc1c(O)c2ccccc2[nH]c1=O)NCc1ccc(F)cc1 | 4 | 0 | -1 | -0.7 | 0 | -2 | 4 | 0.9 | i |
| O=C1CCC([N+](=O)[O-])C(c2ccc(-c3ccccc3)cc2)N1 (stereo not drawn) | -12 | -6 | -2 | -0.1 | -1 | -3 | 8 | 0.0 | i |
| CCc1ccc(Oc2cc(C)nc(N)n2)cc1 | -1 | -2 | -4 | 0.3 | 2 | -3 | -3 | 0.2 | i |
| C[C@H]1COc2cc(N3CCSCC3)ccc2S(=O)(=O)N1 | . | -1 | -11 | -0.3 | 1 | . | 1 | -0.3 | i |
| N#CC1=C(Nc2ccccc2Cl)SC2(CCCC2)NC1=O | -46 | -6 | -4 | -1.0 | -2 | 0 | -1 | . | i |
| Cc1ccc(C)c(C(=O)COC(=O)c2cccc(N3C(=O)c4c(C)nc5ccccc5c4C3=O)c2)c1 | 4 | -4 | 3 | -0.5 | -6 | -1 | 9 | -0.5 | i |
| O=Cc1ccc(-c2ccc([N+](=O)[O-])cc2Cl)o1 | -12 | 3 | 9 | 6.5* | -7 | -1 | 7 | 5.5* | i |
| CC(=O)c1ccc(N2C(=O)CC(N3CCN(S(=O)(=O)c4cc(C)ccc4C)CC3)C2=O)cc1 (stereo not drawn) | -5 | 0 | 0 | -0.3 | 0 | -1 | -6 | 0.0 | i |
| COCc1c(C(=O)OCC(=O)N2c3ccccc3NC(=O)C2(C)C)oc2ccccc12 | -4 | -13 | 2 | -1.4 | -2 | 0 | 1 | 1.2 | i |

Three compounds from above, arranged by molecular weight, high to low.
| mol | MLLE-PAM2 inh | bovine MsrA act | FAS-TE inh | Tb MetRS inh | CSN inh | Rin1 Abl inh | eLon inh | MsrA inh | Neddylation inh |
| --- | --- | --- | --- | --- | --- | --- | --- | --- | --- |
| CC(=O)c1ccc(N2C(=O)CC(N3CCN(S(=O)(=O)c4cc(C)ccc4C)CC3)C2=O)cc1 (stereo not drawn) | -5 | 0 | 0 | -0.3 | 0 | -1 | -6 | 0.0 | i |
| CCOC(=O)c1c(C)[nH]c(C(=O)CSc2nnc(C3CC3)n2N)c1C | -77 | -3 | -12 | -0.7 | -5 | 2 | -4 | 1.3 | i |
| CC1CC(=O)Nc2ccc([N+](=O)[O-])cc2N1C (stereo not drawn) | 9 | -6 | -8 | -1.0 | -14 | -2 | 5 | 2.1 | i |
